Screens: PubChem BioAssay, The Scripps Research Institute Molecular Screening Center
LYPLA2 inh: blocks human lysophospholipase 2, a PME1 counter-screen; recombinant LYPLA2, FP-Rh probe fluorescence polarization; 320,000 compounds, 0.38% hits; inhibition, % at 5.9 µM; O95372;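 active = inhibition above the screen-wide mean plus 3 SD, limit set per campaign, cut at about 26% in these data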;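 also: 0% = LYPLA2 with DMSO and 100% = wells lacking LYPLA2 enzyme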
Target sequence (O95372 whole entry, looked up): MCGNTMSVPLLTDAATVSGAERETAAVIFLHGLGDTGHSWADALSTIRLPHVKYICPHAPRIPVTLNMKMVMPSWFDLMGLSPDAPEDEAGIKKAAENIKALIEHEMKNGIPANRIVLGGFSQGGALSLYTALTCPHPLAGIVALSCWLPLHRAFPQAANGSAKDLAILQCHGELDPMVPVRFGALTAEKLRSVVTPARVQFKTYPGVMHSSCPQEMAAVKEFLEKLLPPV
PREPL inh: inhibitors of human prolyl oligopeptidase-like enzyme PREPL; Q4J6C6; recombinant PREPL, fluorescence polarization activity-based probe; inhibition, % at 5.96 µM; 320,000 compounds, 0.68% hits; AID 2751; in the data active = inhibition above about 43%;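 also: 0% = enzyme with DMSO and 100% = wells lacking enzyme; many of its hits are not listed in these tables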
Target sequence (Q4J6C6 whole entry, looked up): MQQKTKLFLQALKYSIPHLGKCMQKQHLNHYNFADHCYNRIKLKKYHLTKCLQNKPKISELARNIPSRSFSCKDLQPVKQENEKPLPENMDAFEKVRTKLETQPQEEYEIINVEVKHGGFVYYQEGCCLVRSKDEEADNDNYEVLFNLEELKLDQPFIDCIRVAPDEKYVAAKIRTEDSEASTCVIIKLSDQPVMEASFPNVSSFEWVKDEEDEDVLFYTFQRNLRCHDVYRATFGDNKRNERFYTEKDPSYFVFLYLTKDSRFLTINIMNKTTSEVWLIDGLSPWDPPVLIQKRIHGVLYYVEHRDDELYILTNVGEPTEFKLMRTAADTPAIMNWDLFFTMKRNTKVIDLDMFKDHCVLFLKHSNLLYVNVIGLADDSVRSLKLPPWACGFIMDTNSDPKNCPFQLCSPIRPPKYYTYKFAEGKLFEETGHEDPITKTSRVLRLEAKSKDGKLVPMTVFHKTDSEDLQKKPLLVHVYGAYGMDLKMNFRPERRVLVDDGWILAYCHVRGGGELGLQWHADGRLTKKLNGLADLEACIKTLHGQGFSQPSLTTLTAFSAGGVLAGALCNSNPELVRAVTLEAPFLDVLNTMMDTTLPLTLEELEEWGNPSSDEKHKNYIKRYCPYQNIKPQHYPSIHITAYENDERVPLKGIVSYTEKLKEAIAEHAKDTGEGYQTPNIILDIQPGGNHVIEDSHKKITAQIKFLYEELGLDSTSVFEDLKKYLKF
PAFAH1B3 inh: PAFAH1B3 (human) inhibition; 340,000 compounds, 0.28% hits; AID 492972; inhibition, % at 3.39 µM; recombinant PAFAH1B3, FP-rhodamine probe, fluorescence polarization; Q15102;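 active = inhibition above the screen-wide average of all tested compounds plus 3 SD, cut at about 25% in these data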;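 also: 0% = enzyme with DMSO only and 100% = wells lacking PAFAH1B3 protein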
EBNA-1 inhibitor: blocks EBNA-1 binding to DNA; AID 1950; inhibition, % at 14.8 µM; 300,000 compounds, 0.34% hits; EBNA-1 DNA binding, fluorescence polarization; in the data active = inhibition above about 28%
PAFAH1B2 FP inh: inhibitors of human PAFAH1B2. recombinant PAFAH1B2, FP-rhodamine activity probe, fluorescence polarization. 340,000 compounds, 1.2% hits. P68402. inhibition, % at 3.39 µM;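 active = inhibition above the mean of all tested compounds plus 3 SD, cut at about 24% in these data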;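 also: 0% = enzyme with DMSO and 100% = wells lacking PAFAH1B2; many of its hits are not listed in these tables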
pPAFAH FP inh: pPAFAH (human) enzyme inhibition; Q13093; recombinant pPAFAH, FP-rhodamine probe fluorescence polarization; inhibition, % at 3.39 µM; 330,000 compounds, 1.5% hits; AID 463082;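 active = inhibition above the mean inhibition across the screen plus 3 SD, cut at about 25% in these data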;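 also: inhibitors block binding of the rhodamine activity-based probe so polarization drops; 0% = enzyme with DMSO and 100% = wells lacking pPAFAH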
LYPLA1 inh: blocks human lysophospholipase 1, a PME1 counter-screen | recombinant LYPLA1, FP-Rh probe fluorescence polarization | inhibition, % at 5.9 µM | 320,000 compounds, 0.16% hits | AID 2174;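 active = inhibition above the mean of all tested compounds plus 3 SD, set per campaign, cut at about 14% in these data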;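 also: inhibitors block serine hydrolase probe labeling of LYPLA1 so polarization falls; 0% = enzyme with DMSO and 100% = wells lacking LYPLA1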
ZTA DNA inh: ZTA (EBV) inhibition in EBNA-1 counter-screen; ZTA-DNA binding, fluorescence polarization; inhibition, % at 11 µM; 320,000 compounds, 0.15% hits; AID 2234; in the data active = inhibition above about 33%
PAFAH2 inh: inhibitors of human PAFAH2 | Q99487 | AID 492956 | inhibition, % at 3.39 µM | 340,000 compounds, 0.99% hits | recombinant PAFAH2, FP-rhodamine activity probe, fluorescence polarization;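 active = inhibition above the mean over all tested compounds plus 3 SD, cut at about 30% in these data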;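 also: inhibitors block probe labeling of enzyme so polarization drops; 0% = enzyme with DMSO and 100% = wells lacking PAFAH2 protein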
* hit, by the source's call; nt = no result given. The list is partial; the hit share may differ from the screen's.

Below each SMILES – LYPLA2 inh	PREPL inh	PAFAH1B3 inh	EBNA-1 inhibitor	PAFAH1B2 FP inh	pPAFAH FP inh	LYPLA1 inh	ZTA DNA inh	PAFAH2 inh
1	O=C(N/N=C/c1ccccc1)c1n[nH]c2c1CCCC2
 : -4	2	6	12	4	4	-3	4	-5
2	O=C(Nc1ccc2ccccc2c1)c1cnccn1
 : -6	13	2	-8	5	-2	-6	10	7
3	COc1ccc2cc(C#N)c(N3CCOCC3)nc2c1
 : -6	2	5	-9	2	-2	3	-3	4
4	O=C(c1ccccc1)c1ccc(C(=O)N2CCCC(C(F)(F)F)C2)cc1 (stereo not given)
 : 15	12	3	-3	-1	3	4	-9	-4
5	COC(=O)c1cc(N=C(N)N=C(N)N)cc(C(=O)OC)c1
 : 5	10	9	-9	0	1	3	-18	5
6	Cc1ccc(C)c(S(=O)(=O)Nc2ccc(C(=O)NCC(c3ccco3)N3CCCCC3)cc2)c1 (stereo not given)
 : 3	-9	0	-2	1	6	-4	16	-6
7	Cc1ccccc1N1CC(C(=O)Nc2ccc(S(=O)(=O)NCC3CCCO3)cc2)CC1=O (stereo not given)
 : 3	-8	7	-1	-1	3	-5	2	1
8	O=C(C1CCCN(S(=O)(=O)c2cccc3nsnc23)C1)N1CCCCCC1 (stereo not given)
 : -2	20	3	-12	6	-2	3	-9	-3
9	CCN(C(=O)COC(=O)CCCOc1ccccc1)c1c(N)n(Cc2ccccc2)c(=O)[nH]c1=O
 : 0	-11	15	nt	-3	3	3	-18	8
10	CCOc1ccc(C(=O)N2CCn3c2nc2ccccc23)cc1
 : 1	-3	1	-6	0	0	4	-3	-2
11	O=S(=O)(NCCNS(=O)(=O)c1cccs1)c1cccs1
 : 2	8	6	3	2	-2	3	-10	4
12	COc1cc2[nH]c(=S)n(NC(=O)c3ccccc3)c(=O)c2cc1OC
 : 4	11	10	-3	6	0	-1	-12	8
13	CCOc1ccc(Cl)cc1S(=O)(=O)N1CCC(C(=O)N2CCCC2)CC1
 : 3	20	3	2	-6	2	-2	2	3
14	CCOc1ccc(NC(=O)CCNc2c(N3CCCC3)c(=O)c2=O)cc1
 : -3	-3	-1	11	0	6	-1	2	1
15	COc1ccc(C(=O)NCc2nnc(SCC(=O)Nc3cccc(F)c3)o2)cc1
 : 4	-10	5	2	6	3	2	-1	0
16	Cc1ccc(N2CC(C(=O)NNC(=O)c3ccc(F)cc3)CC2=O)cc1 (stereo not given)
 : 5	10	8	nt	8	0	0	5	3
17	C=CCn1c(SCC(=O)N2CCc3ccccc3C2)nc2sc(C)cc2c1=O
 : -4	18	2	1	4	-6	-3	11	10
18	CC(C)CC(NC(=O)C(CC(C)C)NC(=O)OC(C)(C)C)C(=O)O (stereo not given)
 : -3	-10	8	-4	8	-3	-1	6	-6
19	CC1CCCCN1C(=O)c1ccc(Br)o1 (stereo not given)
 : 4	10	8	-7	-1	1	-1	6	4
20	CCN(CC)c1ccc(C(=O)N2CCN(Cc3ccccc3)CC2)cc1
 : -5	6	-3	-6	3	4	-5	-12	-7
21	COc1ccccc1N(C)S(=O)(=O)c1ccc(C(=O)OCC(=O)N2CCC2)cc1
 : -1	-3	2	4	6	0	-1	-8	3
22	Cc1ccc2[nH]c(=O)c(CN(CC3CCCO3)C(=S)Nc3ccccc3)cc2c1 (stereo not given)
 : 0	-3	-1	0	-3	1	-3	7	-4
23	O=S(=O)(N/N=C\c1ccc(-c2ccccc2Cl)o1)c1ccccc1
 : 8	-13	5	-12	3	16	5	-18	0
24	COc1cc(/C=C/C(=O)OCC(=O)c2ccc3c(c2)NC(=O)CO3)ccc1OC(F)F
 : 0	8	7	nt	-1	0	1	-2	1
25	COC(=O)C(=Nc1ccccc1)/C(C(=O)C(=O)N(C)c1ccccc1)=C(\O)c1ccc(Cl)cc1
 : -10	-9	-4	9	5	-2	-2	21	9
26	CN(C)Cc1c(C(=O)N/N=C/c2ccoc2)nnn1-c1nonc1N
 : 3	1	1	-9	8	4	2	-16	-5
27	COC(=O)C[N+](C)(C)CC#Cc1ccccc1
 : 5	0	0	-1	-2	2	1	10	-8
28	COc1ccc(/C=C/C(=O)Oc2ccc(C)c(C)c2)cc1OC
 : 2	7	13	0	-5	6	1	21	12
29	Cc1cccc(Nc2c3c(nc4ccccc24)CCC3)c1
 : 1	15	nt	-3	nt	17	1	1	nt
30	CCOC(=O)C1CCN(C(=O)COC(=O)CNC(=O)c2sc3ccccc3c2Cl)CC1
 : 3	20	4	nt	4	6	0	-3	6
31	CCC1CCCCN1Cc1ccc(CNS(=O)(=O)c2ccc3c(c2)oc(=O)n3C)o1 (stereo not given)
 : 1	8	5	-8	4	9	2	-12	-3
32	O=C(CCSc1nc(-c2ccco2)cc(C(F)(F)F)n1)NCc1cccs1
 : 8	-6	9	-1	2	4	-1	8	-8
33	O=C1C=C(c2cc3ccccc3s2)C[C@@H](c2ccc(Cl)cc2)C1
 : nt	-17	-2	nt	2	1	nt	nt	-6
34	COCCCN1C(=O)C(=O)/C(=C(/O)c2ccc(OC)cc2)C1c1ccc(O)c(OC)c1 (stereo not given)
 : -4	-9	1	-9	0	-1	-2	-6	2
35	CCSc1nc(O)c(CC)c(=O)n1C(C)CC (stereo not given)
 : 0	19	7	9	2	5	-3	5	0
36	CCCC1Cc2nc(N3CCCCC3)c(C#N)cc2CO1 (stereo not given)
 : 5	3	-2	-1	4	3	-3	1	-1
37	Cc1c(C(=O)N(CCO)Cc2ccccc2)oc2c(F)cccc12
 : 0	6	7	-7	6	-6	-5	-10	1
38	Cc1cc(C)nc(NC(=O)CSc2nc3cc(Cl)ccc3s2)n1
 : 7	-12	10	10	4	5	-1	6	10
39	O=C(OCC#CCSc1nnc(-c2ccc(Br)cc2)o1)c1cccs1
 : 0	-12	-6	-11	3	-7	1	1	-4
40	O=C(CSc1nc(=O)n2cc(Cl)ccc2n1)NCCc1ccccc1
 : -8	6	0	-1	2	7	-8	7	4
41	COc1ccc(CCn2c(=O)c3cccnc3n(Cc3cccc([N+](=O)[O-])c3)c2=O)cc1OC
 : 1	-7	0	9	3	0	-1	16	-5
42	COc1cc(C=O)ccc1OCCSc1ccc(C)cc1
 : 0	-2	5	8	35*	11	-3	0	0
43	O=C(CCN=C1NS(=O)(=O)c2ccccc21)OCc1cccc(Cl)c1
 : 4	10	0	-5	6	-4	1	-1	-4
44	O=C(NCc1ccco1)c1nc2c(nnn2Cc2ccccc2Cl)c(=O)[nH]1
 : -4	0	1	-2	6	5	2	9	10
45	Cc1ccc(OCCN2CCOCC2)cc1C
 : -1	-3	11	-1	6	0	-1	-12	2
46	CCOC(=O)c1ccc2nc(NC(C)=O)sc2c1
 : 0	6	4	2	4	3	-3	-6	7
47	Cc1cc(C2(c3ccc(O)c(C)c3)OC(=O)c3ccccc32)ccc1O
 : -12	1	-4	-12	0	15	-8	-14	1
48	Cc1ccc(CS(=O)(=O)Cc2ccc(C(=O)NCC3CCCO3)o2)cc1 (stereo not given)
 : 1	1	15	-14	4	13	-1	2	1
49	O=C(NCC1CCCN1S(=O)(=O)c1cccs1)c1cccc([N+](=O)[O-])c1 (stereo not given)
 : -1	6	5	-4	4	2	0	10	6
50	FC(F)(F)c1nc2ccccc2nc1N/N=C/c1ccc(Cl)cc1
 : 0	26	6	0	4	5	-1	-7	-9
51	CCN(CC)c1ccc(/C=N/NC(=O)CCC(=O)NCc2ccccc2)c(O)c1
 : 4	6	5	8	10	3	5	3	17
52	Cc1nnc(SCC(=O)Nc2ccccc2C(=O)NC2CC2)s1
 : 5	-7	4	4	0	2	-1	6	-8
53	CCOc1ccccc1NC(=O)c1ccc([N+](=O)[O-])cc1
 : 3	-3	nt	5	nt	4	-4	3	nt
54	Cc1cc2oc(C(=O)N(Cc3cccs3)C3CCS(=O)(=O)C3)cc(=O)c2cc1Cl (stereo not given)
 : 8	15	3	0	-2	6	2	-12	4
55	COc1ccc2c(C(=O)CN3CCSCC3)c[nH]c2c1
 : 0	15	2	4	1	3	4	-9	3
56	CCOC(=O)C1C(=O)NC(c2ccccc2)=NC1c1ccc(Cl)cc1 (stereo not given)
 : 0	-11	-3	3	-2	0	2	-5	-2
57	CSc1ccc(CCCCCCOC(=O)C(C)(C)C)cc1
 : 2	3	13	nt	-1	-2	1	-9	-2
58	COc1cc(SC)ccc1C(=O)Nc1ccccc1C#N
 : -8	-7	2	-11	0	-2	-2	-1	3
59	COc1ccc(-c2cc(=O)oc3c(O)c(O)ccc23)cc1
 : 8	24	21	-1	5	43*	-4	6	29
60	Cc1cc2c(=O)n(Cc3ccco3)c(SCC(=O)N3CCCc4ccccc43)nc2s1
 : -6	-5	0	4	3	2	-7	1	6

Compounds shown so far with a tert-butyl group (2):
Below each SMILES – LYPLA2 inh	PREPL inh	PAFAH1B3 inh	EBNA-1 inhibitor	PAFAH1B2 FP inh	pPAFAH FP inh	LYPLA1 inh	ZTA DNA inh	PAFAH2 inh
18	CC(C)CC(NC(=O)C(CC(C)C)NC(=O)OC(C)(C)C)C(=O)O (stereo not given)
 : -3	-10	8	-4	8	-3	-1	6	-6
57	CSc1ccc(CCCCCCOC(=O)C(C)(C)C)cc1
 : 2	3	13	nt	-1	-2	1	-9	-2

(listing goes on)
Below each SMILES – LYPLA2 inh	PREPL inh	PAFAH1B3 inh	EBNA-1 inhibitor	PAFAH1B2 FP inh	pPAFAH FP inh	LYPLA1 inh	ZTA DNA inh	PAFAH2 inh
61	CC1=C(C(N)=O)C(c2ccc(C)o2)C(C(N)=O)=C(C)N1
 : -1	6	6	4	2	1	4	-14	-6
62	Cc1cc(C)nc(NC(=O)/C=C/c2cccs2)c1
 : 4	-5	12	0	4	3	-3	-2	4
63	Cc1ccccc1CN1CCCC(C(=O)Nc2ccc(-c3ccn[nH]3)cc2)C1 (stereo not given)
 : 2	-26	-2	-4	-1	2	3	4	3
64	COc1ccc(C(c2nnnn2C(C)C)N2CCN(C(=O)c3ccco3)CC2)cc1 (stereo not given)
 : -2	5	4	-5	2	-4	0	2	-9
65	Cc1[nH]nc(N)c1-c1ccc(Cl)cc1
 : 2	2	5	-8	6	2	-2	9	2
